V1aR counter – agonists of human V1a receptor, primary screen, counter-screen for OXTR agonist project, fluorescence, CHO-V1R cells; activation, % at 3 µM; Fluo-8 calcium fluorescence, agonist mode; 0% DMSO, 100% 3 nM vasopressin; Vasopressin V1a receptor (Homo sapiens), P37288; 320,000 compounds, 0.25% hits; AID 2797, 2010;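 active = activation above the mean activation of all tested compounds plus 3 SD, per screening run, cut at about 20% in these data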;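 note: signal is peak over basal fluorescence ratio across a 100 second FLIPR read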
TAAR1 antagonist – human TAAR1 antagonists, primary screen, Fluo-8 calcium fluorescence, CHO RD-HGA16 cells; inhibition, % at 3 µM; 360,000 compounds, 1.5% hits; AID 624466, 2012; Trace amine-associated receptor 1 (Homo sapiens), Q96RJ0; antagonist;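 active = inhibition above a per-plate cutoff, the mean inhibition of test compounds on that plate plus 3 SD, cut at about 49% in these data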;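 note: 0% = DMSO plus EC80 beta-PEA response and 100% = DMSO alone without agonist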
Target sequence (Q96RJ0 whole entry, looked up): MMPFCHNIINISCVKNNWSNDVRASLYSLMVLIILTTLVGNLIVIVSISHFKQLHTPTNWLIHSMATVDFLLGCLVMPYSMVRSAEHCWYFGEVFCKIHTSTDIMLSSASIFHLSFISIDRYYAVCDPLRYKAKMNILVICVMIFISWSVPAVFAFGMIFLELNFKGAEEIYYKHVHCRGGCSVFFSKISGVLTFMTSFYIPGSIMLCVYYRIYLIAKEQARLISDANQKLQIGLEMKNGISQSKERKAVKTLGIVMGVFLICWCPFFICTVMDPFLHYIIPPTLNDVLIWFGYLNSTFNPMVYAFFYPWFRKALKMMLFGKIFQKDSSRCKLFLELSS
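Test system: CHO RD-HGA16 cells bearing hTAAR1 | Reagent: β-PEA, EC80 | Compound dosing: 3 µM, single point | Schedule: Dye loading 75 min at 37 °C, then 30 min room temperature | Signal: Calcium fluorescence with Fluo-8 | Evaluation: Percent inhibition of PEA-evoked calcium signal, max/basal emission ratio | Control set: DMSO-only wells and EC80 β-PEA-stimulated wells | Repeats: Singlicate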
CHO-K1 Ca antag – counter-screen for M1 antagonists: effect in parental CHO-K1 cells; 360,000 compounds, 0.6% hits; ATP-induced calcium, Fluo-8 fluorescence; inhibition, % at 3 µM;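 active = inhibition above a per-plate cutoff, the plate's mean sample inhibition plus 3 SD, cut at about 24% in these data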;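 note: 0% = DMSO plus EC80 ATP and 100% = DMSO alone without ATP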
OXTR potentiator – human OXTR potentiators, primary screen, fluorescence, CHO-OTR cells, Fluo-8 calcium; Oxytocin receptor (Homo sapiens), P30559; Fluo-8 calcium fluorescence, potentiator mode; 0% = oxytocin EC15, 100% = EC100; activation, % at 3 µM; 320,000 compounds, 0.061% hits; AID 2445, 2010;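 active = activation above that plate's cutoff, the mean activation of tested compounds plus 3 SD, cut at about 6.6% in these data, passing the limit was not always enough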;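 note: 100% uses oxytocin at 75 nM as the full agonist control; some results filed as inactive read as strong as hits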
Target sequence (P30559 whole entry, looked up): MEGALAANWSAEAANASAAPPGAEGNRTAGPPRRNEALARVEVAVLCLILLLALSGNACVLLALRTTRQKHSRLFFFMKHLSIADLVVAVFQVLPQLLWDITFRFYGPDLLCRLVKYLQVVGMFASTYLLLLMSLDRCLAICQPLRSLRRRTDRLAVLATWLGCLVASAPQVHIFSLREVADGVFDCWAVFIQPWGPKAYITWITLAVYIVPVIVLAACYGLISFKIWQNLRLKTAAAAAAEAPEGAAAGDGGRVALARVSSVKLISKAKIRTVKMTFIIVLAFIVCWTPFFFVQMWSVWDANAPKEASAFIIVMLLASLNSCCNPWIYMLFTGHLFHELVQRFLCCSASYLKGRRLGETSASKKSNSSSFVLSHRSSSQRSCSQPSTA
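assay system = CHO-OTR cells, human receptor | schedule = compound 6 min at room temperature before oxytocin, 100 s read | detection = Fluo-8 intracellular calcium fluorescence, ex 470-495, em 515-575 nm | evaluation = normalized max/min fluorescence ratio, % activation | control set = EC15 oxytocin alone as 0%, 75 nM oxytocin (EC100) as 100%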
OXTR agonist – human OXTR agonists, primary screen, fluorescence, CHO-OTR cells, Fluo-8 calcium | Fluo-8 calcium fluorescence; normalized: DMSO 0%, oxytocin 100% | 320,000 compounds, 0.32% hits | activation, % at 3 µM;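 active = activation above the mean of all tested compounds plus 3 SD, cutoff set per screening run, cut at about 20% in these data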;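 note: peak over basal fluorescence ratio from a 100 s FLIPR kinetic read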
M1 ag parental – counter-screen for M1 agonists: effect in parental CHO-K1 cells | 360,000 compounds, 0.48% hits | activation, % at 3 µM | AID 602248, 2012 | Fluo-8 calcium fluorescence; scaled to maximal ATP response, vehicle zero; in the data active = activation above about 15%;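 note: untransfected CHO-K1 host cells lacking M1 receptor as counterscreen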
CHO-K1 Ca PAM – nonselective calcium activators in parental CHO-K1 cells, primary screen, counter-screen for M1 PAM project, cell-based, Fluo-8 calcium fluorescence, full deck, 1536-well. ATP EC20; 0% at ATP EC20, 100% at ATP max. activation, % at 3 µM. 360,000 compounds, 0.02% hits;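 active = activation above the run cutoff, the mean activation of all test compounds plus 3 SD, cut at about 40% in these data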;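 note: peak over basal fluorescence ratio in a 140 s read after ATP addition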
CHO parental Ca – ATP-evoked calcium signal inhibitors, parental CHO, primary screen, counter-screen for OX1R antagonist project, cell-based, fluorescence, Fluo-8 calcium dye | 330,000 compounds, 0.63% hits | parental CHO-K1, ATP-induced calcium, Fluo-8 fluorescence | AID 463079, 2010 | inhibition, % at 5.6 µM;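 active = inhibition above that plate's mean sample inhibition plus 3 SD, cut at about 26% in these data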;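 note: 0% = ATP-challenged DMSO wells and 100% = DMSO wells without ATP; some compounds past the cut are filed as inactive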
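Measured by: calcium-sensitive Fluo-8 fluorescence / Test system: CHO parental line / Controls: ATP-challenged DMSO wells low, unchallenged DMSO wells high / Measure: % inhibition / Compound: single nominal dose of 5.6 µM per compound / Replicates: single well per compound, no replicates / Reagent: ATP as calcium-mobilizing challenge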
GPR7 antag – GPR7 receptor antagonists, primary screen, cell-based, fluorescence, single concentration; 290,000 compounds, 1.1% hits; inhibition, % at 4.4 µM; Neuropeptides B/W receptor type 1 (Homo sapiens), P48145; GPR7-expressing cells, fluorescence antagonist assay; in the data active = inhibition above about 16%, passing the limit was not always enough;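 note: cells stimulated with the agonist NPW; 0% = agonist with vehicle and 100% = vehicle without agonist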
* hit, by the source's call; . = not tested or not shown.

Molecule,V1aR counter,TAAR1 antagonist,CHO-K1 Ca antag,OXTR potentiator,OXTR agonist,M1 ag parental,CHO-K1 Ca PAM,CHO parental Ca,GPR7 antag
O=P(O)(CP(=O)(c1ccccc1)c1ccccc1)c1ccccc1O,0.3,7.7,-25.4,-4.6,0.6,0.9,28.6,4.1,-0.6
CC1(C(=O)Nc2ccc(F)cc2F)CCN1C(=O)CCC1CCCC1 (stereo unspecified),.,-33.7,-9.5,.,.,0.4,10.9,.,.
CCCCNC(=O)C1(C)CCCCN1C(=O)c1csnn1 (stereo unspecified),.,-31.2,1.7,.,.,0.1,22.5,.,.
CC(=O)N/C(=C/c1ccc2c(c1)OCO2)C(=O)NCc1ccccc1,-0.3,-29.3,-21.4,-18.9,-0.2,0.5,-6.3,2.3,-0.1
O=C(CN1C(=O)CSC1=O)Nc1ccc2c(c1)OCCO2,-0.5,-1.6,-5.5,-8.0,-0.5,0.4,7.6,-7.2,-4.9
CCNC(=O)C1CCCN(C(=O)c2cc(F)cc(F)c2)CC1 (stereo unspecified),.,-6.3,-12.2,.,.,0.7,19.1,.,.
Cc1cc(Cl)ccc1NC(=S)NC1CCCC1,1.5,-18.1,-0.3,-11.2,0.6,5.2,16.9,-22.6,-16.9
O=C(O)c1cccc(NC(=O)c2cn(-c3ccccc3)nc2-c2ccc([N+](=O)[O-])cc2)c1,1.1,-19.7,-11.2,1.1,0.8,0.3,14.4,5.8,-17.0
COc1ccc(C2NC(=S)NC(C)=C2C(=O)c2ccccc2)cc1OC (stereo unspecified),-1.0,7.7,4.3,-1.7,-0.1,0.2,2.0,-8.1,6.7
Cc1ccccc1N1CCN(C2CCCN(C(=O)c3noc4c3CCCC4)C2)CC1 (stereo unspecified),0.6,-28.4,1.0,-2.6,-1.3,0.8,-17.1,-17.9,-15.5
Brc1ccc(Cn2c(-c3cncs3)nc3ccccc32)cc1,-0.8,1.3,-10.9,-1.1,-1.3,0.4,18.2,-32.9,-15.0
COc1ccc(NC(=O)C(c2ccc(C)cc2)N(C)C(=O)Cc2cccs2)cc1 (stereo unspecified),-0.7,-20.0,-18.8,-4.2,-1.8,2.1,30.8,-8.4,-11.2
Cc1nn(-c2ccccc2)c(C)c1/C=C/C(=O)OCC(=O)NC1CCS(=O)(=O)C1 (stereo unspecified),-0.3,-6.0,1.0,4.3,-0.2,0.0,-9.3,-7.3,-12.7
COc1ccc(SCCN2CC[C@@H](O)CCC2=O)cc1,0.6,-1.9,-12.6,2.7,0.6,0.9,8.8,-0.5,.
COC(=O)CCc1c(C)[nH]c(=S)[nH]c1=O,0.3,-21.4,-5.9,-0.7,0.5,-0.2,-3.3,1.1,7.4

Continued; it opens with the 3 that closed the last part.
Molecule,V1aR counter,TAAR1 antagonist,CHO-K1 Ca antag,OXTR potentiator,OXTR agonist,M1 ag parental,CHO-K1 Ca PAM,CHO parental Ca,GPR7 antag
Cc1nn(-c2ccccc2)c(C)c1/C=C/C(=O)OCC(=O)NC1CCS(=O)(=O)C1 (stereo unspecified),-0.3,-6.0,1.0,4.3,-0.2,0.0,-9.3,-7.3,-12.7
COc1ccc(SCCN2CC[C@@H](O)CCC2=O)cc1,0.6,-1.9,-12.6,2.7,0.6,0.9,8.8,-0.5,.
COC(=O)CCc1c(C)[nH]c(=S)[nH]c1=O,0.3,-21.4,-5.9,-0.7,0.5,-0.2,-3.3,1.1,7.4
COc1ccc2c(c1)C(c1ccc([N+](=O)[O-])cc1)=NNC(c1ccco1)=N2,-0.4,-10.3,-6.7,-5.3,-1.5,0.5,26.9,-22.5,-0.1
CCCCCOC(=O)CSc1nc2c(c(=O)[nH]c(=O)n2C)n1Cc1ccc(Cl)cc1,-0.2,-15.1,1.0,-4.2,-0.4,0.0,10.9,-14.3,0.5
CCc1ccccc1NC(=O)c1nnn(CC(=O)Nc2ccccc2C)c1N,0.1,3.4,-7.2,-11.1,-0.1,0.7,9.7,3.9,4.6
O=C(CN1CCN(Cc2ccc(Cl)cc2)C1=O)NCc1cccs1,-0.2,-29.5,-6.3,-0.6,-0.9,1.4,13.1,-7.9,-14.4
O=C(NCCCN1CCN(CCCNC(=O)c2ccc3c(c2)OCO3)CC1)c1ccc2c(c1)OCO2,-0.3,4.7,-4.7,-10.9,-0.6,-0.2,-5.4,-7.6,-1.5
CC(C)CC1C(=O)N(Cc2cn(CCC3OCCO3)nn2)CCS(=O)(=O)N1Cc1ccc(-c2ccc(F)cc2)cc1 (stereo unspecified),.,53.7*,1.4,.,.,2.9,7.0,.,.
Cc1ccc(C(=O)CSc2nnc(Cn3nnc4ccccc43)n2C)cc1,1.2,2.6,3.5,0.5,-0.5,0.9,-6.0,-15.6,-1.3
COCCCNC(=O)Cn1ncc2c(=O)oc3ccccc3c21,1.0,20.7,-0.8,-5.9,0.0,0.4,11.0,-17.3,-12.3
Cc1csc(NC(=O)c2cc3c(s2)CCC3)n1,2.3,-2.6,7.3,-19.9,0.9,0.4,-9.9,-32.4,-2.0
CCc1noc(C)c1C(=O)N(CC)c1nc2c(C)cccc2s1,-1.6,1.4,-1.1,-4.0,-1.7,-0.9,-8.3,-32.7,.
COc1ccc(S(=O)(=O)c2ccc(OC)cc2)cc1,0.3,0.4,-9.3,-15.2,0.0,0.2,23.4,-16.3,7.1
COc1ccc2c(c1)C(SCC(=O)NCc1ccccc1)CC(C)(C)O2 (stereo unspecified),-1.4,13.0,-2.8,-6.2,-2.2,0.7,-7.2,-17.1,1.5
Cc1cccc(-n2nnc(C(=O)NC3CCCc4ccccc43)c2N)c1 (stereo unspecified),1.2,-36.7,-9.6,-11.3,-1.2,0.3,14.4,-20.2,2.1
CCNC(=S)N1CCN(c2ccccc2OCC)CC1,5.0,-11.5,-15.0,1.2,0.1,0.4,23.6,-17.4,5.4
C[C@@H]1CCCCO[C@@H](CN(C)C(=O)c2ccncc2)[C@@H](C)CN([C@H](C)CO)C(=O)c2cc(N(C)C)ccc2O1,.,-9.3,-5.2,.,.,0.4,2.2,.,.

Next part.
Molecule,V1aR counter,TAAR1 antagonist,CHO-K1 Ca antag,OXTR potentiator,OXTR agonist,M1 ag parental,CHO-K1 Ca PAM,CHO parental Ca,GPR7 antag
COc1ccc(C(CCNCc2ccccc2)c2ccc(F)cc2)cc1 (stereo unspecified),3.0,19.5,7.2,-6.1,7.5,4.2,13.4,-16.5,23.6
Cc1ncoc1C(=O)N1CCCC(C(=O)c2ccc(C(F)(F)F)cc2)C1 (stereo unspecified),4.1,-4.7,12.9,-1.0,-0.6,-0.1,-10.5,-7.2,-10.0
CC(C)(C)OC(=O)NCC1CCC(C(=O)NC[C@H](CC(=O)O)c2ccc(Cl)cc2)CC1 (stereo partly specified),1.2,-10.4,-8.9,-5.2,0.2,0.4,10.9,-3.5,-1.9
Cc1cc(N)n(-c2ccc(C(=O)O)cc2)n1,0.4,-5.6,-2.1,-3.6,0.2,-0.6,10.1,-1.7,-2.4
CC(=O)C1=CN(Cc2ccccc2)CCC1=O,.,-7.9,-8.3,.,.,0.4,8.0,.,.
Cc1ccc(-c2csc(N3CCC(NS(=O)(=O)c4ccc5c(c4)OCCO5)CC3)n2)cc1,8.1,27.2,17.8,-19.9,10.8,7.1,12.6,54.6*,0.3
O=C(NC(Cc1c[nH]c2ccccc12)C(=O)O)c1ccccc1 (stereo unspecified),0.8,5.4,19.9,-5.4,0.5,-0.5,-5.2,-0.8,-2.2
COc1cccc(N(CC(=O)Nc2cccnc2)S(C)(=O)=O)c1,-0.3,-0.3,3.0,-0.1,0.3,-0.7,-7.6,11.5,1.4
O=C1c2ccccc2C(=O)N1CCCCN(C(=O)c1cc([N+](=O)[O-])ccc1Cl)c1ccc(Cl)cc1,0.0,30.0,5.5,-2.1,-1.4,2.3,11.6,-11.2,-2.3
CC1CC(C)CN(CCCNC(=O)Cn2ncc3c(=O)oc4ccccc4c32)C1 (stereo unspecified),0.6,-15.5,-11.7,-3.8,-0.1,0.3,6.8,-3.3,1.3
CCc1nc2c(OCCc3cccc(OC)c3)cccn2c1N(C=O)Cc1ccc(OC)cc1,.,2.7,16.8,.,.,2.3,-10.2,.,.
CC1CCc2nn(CC(=O)N3CCN(C(=O)c4ccco4)CC3)cc2C1 (stereo unspecified),0.4,-9.9,8.1,-2.4,-1.2,2.9,7.9,-1.6,-12.4
NNC(=O)/C(=C\c1ccco1)NC(=O)c1ccco1,-0.7,-10.6,-20.5,-3.5,-0.8,1.4,19.6,-4.1,7.6
CCCCc1nnc(NC(=O)C(C)Sc2nc(N)cc(=O)[nH]2)s1 (stereo unspecified),-0.2,-2.8,-7.9,-9.6,-0.3,0.7,12.4,-1.2,-8.9
O=C(O)CC(Cc1ccccc1)(C(=O)O)c1ccccc1 (stereo unspecified),1.1,-19.6,1.4,0.3,2.3,-0.2,-15.9,-3.8,-14.9
Cc1ccc(-n2ncc3c(NCC4CCCO4)ncnc32)c(C)c1 (stereo unspecified),0.3,20.4,19.3,-8.1,-0.8,1.4,-5.2,7.5,-14.0
